Source: PubChem
Yfh1-depleted yeast – enhancers of respiration in Yfh1-depleted yeast, dose response, Friedreich's ataxia, plus single-dose screen (AID 1465); S. cerevisiae Yfh1-off respiration, WST-1 reduction, 72 h; higher fold induction means a stronger effect; one-dose fold induction at 50 µM; EC50 in µM for titrated hits; 220,000 tested, 0.074% active;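 active means fold induction of absorbance versus untreated yeast above a set limit, then at least 30% activation at any dose in follow-up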;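 further: activators that raise dye reduction in frataxin-depleted yeast; strong numbers were not always called active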
NTR1 agonist – NTR1-driven beta-arrestin-GFP spot formation – imaging, U2OS cells, high content, primary screen (AID 493036) | P30989 | agonist mode | 330,000 tested, 0.17% active | activation, % at 20 µM;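 active means activation at or above 40% of the spot to cytoplasm intensity ratio, with at least 20 cells analyzed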;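 further: 0% = DMSO without peptide and 100% = 100 nM NTR1 peptide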
Target sequence (P30989 whole entry, looked up): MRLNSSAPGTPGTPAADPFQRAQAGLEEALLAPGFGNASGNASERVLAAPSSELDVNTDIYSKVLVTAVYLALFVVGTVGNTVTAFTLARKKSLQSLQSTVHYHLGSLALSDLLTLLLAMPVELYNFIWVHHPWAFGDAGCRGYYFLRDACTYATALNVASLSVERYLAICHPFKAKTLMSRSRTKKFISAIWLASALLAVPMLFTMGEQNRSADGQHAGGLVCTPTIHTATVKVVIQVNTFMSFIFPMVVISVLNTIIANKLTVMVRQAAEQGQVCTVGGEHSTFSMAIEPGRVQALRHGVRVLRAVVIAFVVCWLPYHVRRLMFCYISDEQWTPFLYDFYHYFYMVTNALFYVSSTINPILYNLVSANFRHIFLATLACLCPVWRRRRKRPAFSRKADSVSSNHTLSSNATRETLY
NTR1 agonist cell count 20 µM – recorded beside NTR1 agonist, whose call it bears; cell count; measured here: cell count, cytotoxicity flag
Active calls of the source: *; i = inactive; / = not tested or not shown; & = joins results of further samples. Only part of the results is shown; rates above refer to the full screens.

SMILES	Yfh1-depleted yeast	NTR1 agonist	NTR1 agonist cell count 20 µM
CN1CC[C@@H](c2ccc(F)cc2)[C@H](COc2ccc3c(c2)OCO3)C1	i	/	/
O=[N+]([O-])c1ccccc1-c1cc(-c2ccccc2)cc(-c2ccccc2)[n+]1Cc1ccccc1Cl	/	6.1	98
COC(=O)C1=C(c2ccc(F)cc2OCc2ccccc2)C[C@@H]2CC[C@H]1N2C(=O)N1CCC(C)CC1	/	5.5	66
CC(C)c1c(CN(C)C(C)Cc2ccccc2)n(C)n(-c2ccccc2)c1=O (stereo unspecified)	/	-0.3	59
COC(=O)C1=C(c2cccc(Cl)c2)C[C@@H]2CC[C@H]1N2C(=O)N1CCCC1	/	-0.4	45
CC(=O)CCC(C)=O	/	-0.1	60
Clc1ccc(C(c2ccc(Cl)cc2)n2cc[n+](CC(OCc3ccc(Cl)cc3Cl)c3ccc(Cl)cc3Cl)c2)cc1 (stereo unspecified)	/	15.9	25
O=C(CN1CCN(C(=O)COc2cccc(F)c2)CC1)Nc1ccc(Cl)c(C(F)(F)F)c1	/	7.3	61
COC(=O)C1=C(c2ccc(Cl)c(C(F)(F)F)c2)C[C@@H]2CC[C@H]1N2C(=O)NC(C)C	/	-1.1	53
Cc1csc(NC(=O)C(Cl)c2ccccc2)n1 (stereo unspecified) (tested in a mixture with another compound)	/	0.7	49
Cc1cccc([N+](=O)[O-])c1	/	-0.7	62
CC(C)NP(=O)(NC(C)C)OP(=O)(NC(C)C)NC(C)C	/	0.8	70
COC(=O)C1=C(c2ccc(Cl)c(C(F)(F)F)c2)C[C@@H]2CC[C@H]1N2C(=O)NCC1CC1	/	1.7	61
Clc1cc(Cl)c(-c2cc(Cl)c(Cl)cc2Cl)cc1Cl	/	-0.9	58
C[C@]12CCC3C(CC[C@H]4C[C@@H](O)CC[C@]34C)C1[C@H]1CN=N[C@H]1[C@@H]2O (stereo partly specified)	/	1.3	47
Clc1ccc(CCC(Cn2ccnc2)Sc2c(Cl)cccc2Cl)cc1 (stereo unspecified)	/	12.4	54
C=CC[N+]1(C)CC[C@]23c4c5ccc(O)c4O[C@H]2C(=O)CC[C@@]3(O)[C@H]1C5 (stereo partly specified)	/	1.0	62
C[C@]12CC[C@@H](O)CC1=CCC1C2CC[C@@]2(C)C1CC[C@@H]2N (stereo partly specified)	/	6.1	31
Cc1ccc(N)c(N)c1	/	-1.3	61
COC(=O)C1=C(c2ccc(OC(F)(F)F)cc2)C[C@@H]2CC[C@H]1N2C(=O)NC(C)C	/	-0.9	50
COC(=O)c1c2[n+](cc3cc(OC)c(OC)cc13)CCc1cc(OC)c(OC)cc1-2	/	-1.0	43
COC(=O)C1=C(c2ccc(C(C)=O)cc2)C[C@@H]2CC[C@H]1N2C(=O)NC1CCCCC1	/	-0.5	62
CN1CCc2cc3c(cc2[C@H]1[C@@H]1OC(=O)c2c1ccc1c2OCO1)OCO3	/	-1.7	48
CCCN1CCO[C@@H]2c3cc(O)ccc3OC[C@H]21	/	4.1	48
CCN1CCN(C(=O)COc2ccc3oc4c(c3c2)CCCC4)CC1	/	-2.6	56
COC(=O)C1=C(c2ccc(F)cc2OCc2ccccc2)C[C@@H]2CC[C@H]1N2C(=O)NCc1ccc(Br)cc1	/	0.4	54
CC1(C)C(=O)CC[C@@]2(C)C1=CCC1C2CC[C@]2(C)C(=O)CCC12 (stereo partly specified)	/	1.1	61
COC(=O)C1=C(c2ccc(OCc3ccccc3)cc2)C[C@@H]2CC[C@H]1N2C(=O)NCc1ccc(N(C)C)cc1	/	0.2	57
COC(=O)C1=C(c2cccc(C#N)c2)C[C@@H]2CC[C@H]1N2C(=O)NCC1CC1	/	-0.3	58
COc1ccc(Br)cc1CNCCc1ccc2c(c1)OCO2	/	1.3	57

Entries of single compounds, quoted from the list:
CCCN1CCO[C@@H]2c3cc(O)ccc3OC[C@H]21 is entered as Yfh1-depleted yeast: /; NTR1 agonist: 4.1; NTR1 agonist cell count 20 µM: 48
CCN1CCN(C(=O)COc2ccc3oc4c(c3c2)CCCC4)CC1 is entered as Yfh1-depleted yeast: /; NTR1 agonist: -2.6; NTR1 agonist cell count 20 µM: 56

Further records.
SMILES	Yfh1-depleted yeast	NTR1 agonist	NTR1 agonist cell count 20 µM
COC12CCC3(CC1C(C)(O)C(C)(C)C)[C@H]1Cc4ccc(OC5OC(C(=O)O)[C@@H](O)C(O)[C@H]5O)c5c4[C@@]3(CCN1CC1CC1)C2O5 (stereo partly specified)	/	3.1	62
COC(=O)C1=C(c2ccc(F)cc2OCc2ccccc2)C[C@@H]2CC[C@H]1N2C(=O)NC1CCCCC1	/	2.0	44
CC(C)C[C@H](NP(=O)(O)O[C@@H]1O[C@@H](C)[C@H](O)[C@@H](O)[C@H]1O)C(=O)N[C@@H](Cc1c[nH]c2ccccc12)C(=O)O	/	3.5	57
C[C@]12CCC3C(CC[C@H]4C[C@H](O)CC[C@]34C)C1CCC2=O (stereo partly specified)	/	4.1	52
NCCc1ccc(S(=O)(=O)F)cc1	/	-0.1	71
COC(=O)C1=C(c2ccc(OC(F)(F)F)cc2)C[C@@H]2CC[C@H]1N2C(=O)NCCCOC(C)C	/	-1.7	51
CC(Cc1ccccc1)/[N+]([O-])=C\c1ccc(C(F)(F)F)cc1 (stereo unspecified)	/	-3.2	92
COC(=O)C1=C(c2ccc(OC(F)(F)F)cc2)C[C@@H]2CC[C@H]1N2C(=O)NCCO	/	-0.1	55
COC(=O)C1=C(c2ccc(F)cc2OCc2ccccc2)C[C@@H]2CC[C@H]1N2C(=O)NCc1cccc(OC)c1	/	0.5	52
COC(=O)C1=C(c2cccc(OCc3ccccc3)c2)C[C@@H]2CC[C@H]1N2C(=O)NCc1cccc(F)c1	/	3.0	65
Cc1nc2cc([N+](=O)[O-])ccc2c(=O)n1-c1cccc(Br)c1	/	4.0	58
CCN(CC)C(=O)c1ccc(NC(=O)COC(=O)c2ccc(Cl)s2)cc1	/	-1.1	56
CCCNC(=O)N1[C@H]2CC[C@@H]1C(C(=O)OC)=C(c1cccc(Cl)c1)C2	/	0.8	56
CC(N)C(=O)OC(C)(C)Cc1ccc(Cl)cc1 (stereo unspecified)	/	1.0	74
C[C@]12CC[C@H](O)C[C@@H]1CC[C@@H]1[C@@H]2CC[C@]2(C)[C@@H](C(=O)O)C[C@@H]12	/	-0.8	68
C1=NCCc2c1[nH]c1ccccc21	/	-0.5	36
COC(=O)C1=C(c2ccc(F)cc2OCc2ccccc2)C[C@@H]2CC[C@H]1N2C(=O)NCc1ccc([N+](=O)[O-])cc1	/	-0.3	58
COC(=O)C1=C(c2ccc(F)cc2OCc2ccccc2)C[C@@H]2CC[C@H]1N2C(=O)NCc1ccc(C)cc1	/	-0.7	53
C[C@]12CCC3C(CC[C@H]4C[C@@H](O)CC[C@]34C)[C@H]1CC[C@H]2O (stereo partly specified)	/	4.5	85
NC(=O)c1ccc(OCCC(O)N2CC=C(c3ccc(F)cc3)CC2)cc1 (stereo unspecified)	/	-1.4	38

Reprinted at random: 4 entries already listed
SMILES	Yfh1-depleted yeast	NTR1 agonist	NTR1 agonist cell count 20 µM
CC(C)C[C@H](NP(=O)(O)O[C@@H]1O[C@@H](C)[C@H](O)[C@@H](O)[C@H]1O)C(=O)N[C@@H](Cc1c[nH]c2ccccc12)C(=O)O	/	3.5	57
CC(C)c1c(CN(C)C(C)Cc2ccccc2)n(C)n(-c2ccccc2)c1=O (stereo unspecified)	/	-0.3	59
CN1CCc2cc3c(cc2[C@H]1[C@@H]1OC(=O)c2c1ccc1c2OCO1)OCO3	/	-1.7	48
NC(=O)c1ccc(OCCC(O)N2CC=C(c3ccc(F)cc3)CC2)cc1 (stereo unspecified)	/	-1.4	38

Additional results follow:
SMILES	Yfh1-depleted yeast	NTR1 agonist	NTR1 agonist cell count 20 µM
COC(=O)C1=C(c2ccc(F)cc2OCc2ccccc2)C[C@@H]2CC[C@H]1N2C(=O)NCCOc1ccc(OC)cc1	/	0.6	65
COC(=O)C1=C(c2ccc(F)cc2OCc2ccccc2)C[C@@H]2CC[C@H]1N2C(=O)NC1CC1	/	2.3	57
COc1cc([C@H]2OC[C@H]3[C@@H]2CO[C@@H]3c2cc(OC)c(O[C@@H]3O[C@H](CO)[C@@H](O)[C@H](O)[C@H]3O)c(OC)c2)cc(OC)c1O[C@H]1O[C@@H](CO)[C@H](O)[C@@H](O)[C@@H]1O	/	-1.8	65
O=C(OC1CC2CCC(N2)C1C(=O)O)c1ccccc1 (stereo unspecified)	/	2.0	58
Cc1ccc(C[n+]2c(-c3ccc(C)cc3)cc(-c3ccc(C)cc3)cc2-c2ccc(C)cc2)cc1	/	30.2	46
C[C@@H]1CC2C3CC=C4C[C@@H](O)CC[C@]4(C)C3CC[C@]2(C)[C@H]1O (stereo partly specified)	/	3.1	58
Cc1nc2ccccc2c(=O)n1/N=C/c1cc(Br)cc(Br)c1O	/	5.7	53
C[C@]12CC[C@H](O)CC1=C([N+](=O)[O-])CC1C2CC[C@@]2(C)C1CC[C@@H]2O (stereo partly specified)	/	-0.1	52
COC(=O)C1=C(c2ccc(OC)c(OC)c2)C[C@@H]2CC[C@H]1N2C(=O)NCCCOC(C)C	/	-0.5	63
Cc1cc(N(CCCl)CCCl)ccc1/C=N/N=C(\N)c1cnccn1	/	3.7	46
C/C=C1/C[C@@H](C)[C@](O)(CO)C(=O)OCC2=CCN3CC[C@@H](OC1=O)[C@@H]23	/	1.3	68
CCCNC(=O)N1[C@H]2CC[C@@H]1C(C(=O)OC)=C(c1ccc(Cl)c(C(F)(F)F)c1)C2	/	-0.3	50
Fc1ccc(C[n+]2c(-c3ccccc3)cc(-c3ccccc3)cc2-c2ccccc2)cc1	/	2.1	77
C#C[C@]1(O)[C@H](O)CC2C3CC[C@H]4C[C@@H](O)CC[C@]4(C)C3CC[C@@]21C (stereo partly specified)	/	12.7	45
COc1ccc(C(c2ccc(OC)cc2)C(Cl)(Cl)Cl)cc1	/	7.8	58
COC(=O)C1=C(c2ccc(OCc3ccccc3)cc2)C[C@@H]2CC[C@H]1N2C(=O)NCCN1CCOCC1	/	-1.2	70
Nc1ncn[nH]1	/	1.0	50
OCCOCCO	/	-1.7	114
Cc1ccccc1-[n+]1c(-c2ccccc2)cc(-c2ccccc2)cc1-c1ccccc1	/	1.1	101
COC(=O)C1=C(c2cccc(C#N)c2)C[C@@H]2CC[C@H]1N2C(=O)NCCOc1ccccc1	/	-1.3	54
O=[N+]([O-])c1cccc(CCl)c1	/	-4.6	41
OCC1CO1 (stereo unspecified)	/	0.1	61
COC(=O)C1=C(c2ccc(F)cc2OCc2ccccc2)C[C@@H]2CC[C@H]1N2C(=O)NC1Cc2ccccc2C1	/	5.1	58
CC1CCCC(NC(=O)COC(=O)c2cn(C)c3ccccc23)C1C (stereo unspecified)	/	-0.4	55
O=C(COC(=O)Cc1ccccc1)NCCNC(=O)COC(=O)Cc1ccccc1	/	-0.1	58
C[C@H]1CCC/C=C/[C@@H]2C[C@H](O)C[C@H]2[C@H](O)/C=C/C(=O)O1	/	-0.2&2.1	49&49
COC(=O)C1=C(c2ccc(-c3ccccc3)c(F)c2)C[C@@H]2CC[C@H]1N2C(=O)N1CCCC1	/	1.7	64
COC(=O)C1=C(c2ccc(F)cc2F)C[C@@H]2CC[C@H]1N2C(=O)NC1Cc2ccccc2C1	/	0.5	57
CC(=O)/C=C/c1ccccc1	/	1.2	55
COc1cc(CCN)ccc1O	/	0.3	61
COC(=O)C1=C(c2ccc(OC(F)(F)F)cc2)C[C@@H]2CC[C@H]1N2C(=O)NC1CC1	/	-0.8	44
COC(=O)C1=C(c2ccc(-c3ccccc3)c(F)c2)C[C@@H]2CC[C@H]1N2C(=O)NCC1CC1	/	-0.8	64
COC(=O)C1=C(c2cccc(OCc3ccccc3)c2)C[C@@H]2CC[C@H]1N2C(=O)NCc1ccccc1	/	0.7	46
COc1cc(OC)c([C@H]2C=C(C)[C@H]3C[C@@H]2C3(C)C)c(OC)c1	/	0.7	48
C[C@H]1C(=O)O[C@@H]2CCN3CC=C(COC(=O)[C@](C)(O)[C@]1(C)O)[C@H]23	/	1.2	51
CC(C)CNC(=O)/C=C/C=C/CCCCCC/C=C/c1ccc2c(c1)OCO2	/	8.8	52
Cc1ccc(C(C)C)c(OCC(=O)N2CCN(CC(=O)N3CCOCC3)CC2)c1	/	2.5	53
Cn1cccc1C1CCCN1CC(=O)Nc1ccc(C#N)c(Cl)c1 (stereo unspecified)	/	-1.4	42
O=C(COC(=O)Cc1ccccc1)NC(=O)NC1CCCCC1	/	0.4	48
Oc1ccc(Cl)cc1	/	1.2	74
CN(C)C1(CNC(=O)c2cc(S(=O)(=O)N3CCOCC3)c(Cl)cc2Cl)CCCCC1	/	0.4	61
COC(=O)C1=C(c2cc3ccccc3o2)C[C@@H]2CC[C@H]1N2C(=O)N1CCC(O)CC1	i	-2.8	92
COC(=O)C1=C(c2cc3ccccc3o2)C[C@@H]2CC[C@H]1N2C(=O)NCc1ccc(F)cc1	i	-1.5	91
COC(=O)C1=C(c2cc3ccccc3s2)C[C@@H]2CC[C@H]1N2C(=O)N1CCC(O)CC1	i	-6.4	88
Cc1ccc(N=Cc2c(O)n(-c3ccc(C)cc3)c(=O)[nH]c2=O)cc1	i	0.4	89
N[C@@H]1CCCC[C@H]1N.O=C(O)C(=O)O.[Pt]	i	-1.0	78
NP(=O)(OCC(F)(F)F)Oc1ccccc1 (stereo unspecified)	i	-1.7	95
COC(=O)C1=C(c2cc3ccccc3s2)C[C@@H]2CC[C@H]1N2C(=O)NCCNC(C)=O	i	0.0	46
CN1C(=O)C2C[C@@]3(Br)c4ccccc4N(OOSc4ccccc4)[C@H]3N2C(=O)[C@@H]1Cc1ccccc1 (stereo partly specified)	i	5.2	89
C[C@@H](N)Cc1cnc[nH]1	i	-0.8	82
